SMARCA2 activ: SMARCA2 (BRM) function activators, primary screen, cell-based, luminescence, high throughput; MG213 cells, MMTV-luciferase reporter, dexamethasone, overnight; activation, % at 9.1 µM; actives 1% (n = 370,000); AID 652017, 2013; in the data active means activation above about 7.8%;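 further: 0% = vehicle wells and 100% = reference activator wells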
NPR1 activator: GC-A stimulated cGMP production enhancers – HEK293 GC-A cells, cGMP TR-FRET, EC30 ANP, primary screen; Atrial natriuretic peptide receptor 1 (Homo sapiens), P16066; actives 0.14% (n = 370,000); 0% at EC30 ANP, 100% saturating ANP; activation, % at 10 µM; in the data active means activation above about 40%
Target sequence (P16066 whole entry, looked up): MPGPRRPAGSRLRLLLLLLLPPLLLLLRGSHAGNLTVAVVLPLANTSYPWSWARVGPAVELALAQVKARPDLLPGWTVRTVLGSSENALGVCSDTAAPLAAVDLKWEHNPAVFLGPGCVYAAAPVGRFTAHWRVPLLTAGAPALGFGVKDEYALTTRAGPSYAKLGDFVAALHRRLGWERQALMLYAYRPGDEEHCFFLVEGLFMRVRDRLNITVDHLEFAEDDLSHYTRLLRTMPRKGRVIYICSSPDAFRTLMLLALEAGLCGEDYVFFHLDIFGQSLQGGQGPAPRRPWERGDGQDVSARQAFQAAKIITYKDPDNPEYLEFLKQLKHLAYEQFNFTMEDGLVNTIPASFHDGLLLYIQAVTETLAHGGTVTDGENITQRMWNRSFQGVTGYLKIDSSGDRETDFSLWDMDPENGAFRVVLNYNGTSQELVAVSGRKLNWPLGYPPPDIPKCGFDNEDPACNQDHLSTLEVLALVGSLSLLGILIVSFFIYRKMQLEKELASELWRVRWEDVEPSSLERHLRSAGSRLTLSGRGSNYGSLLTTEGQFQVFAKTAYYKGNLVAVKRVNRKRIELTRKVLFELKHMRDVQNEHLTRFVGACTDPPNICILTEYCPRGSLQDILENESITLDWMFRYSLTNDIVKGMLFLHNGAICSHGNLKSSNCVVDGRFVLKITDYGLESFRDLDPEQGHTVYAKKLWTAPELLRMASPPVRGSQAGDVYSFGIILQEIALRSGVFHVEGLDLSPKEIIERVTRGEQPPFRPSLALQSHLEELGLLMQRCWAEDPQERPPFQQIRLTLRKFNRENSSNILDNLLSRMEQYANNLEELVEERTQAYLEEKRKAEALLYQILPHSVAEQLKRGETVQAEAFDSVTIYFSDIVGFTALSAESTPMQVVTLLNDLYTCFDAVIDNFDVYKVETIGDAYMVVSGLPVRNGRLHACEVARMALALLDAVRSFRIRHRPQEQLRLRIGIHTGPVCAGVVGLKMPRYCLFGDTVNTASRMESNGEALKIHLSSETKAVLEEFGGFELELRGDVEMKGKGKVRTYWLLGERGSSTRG
rCAG binder: binders of r(CAG) RNA repeats, primary screen, biochemical, fluorescence; r(CAG) RNA repeat, TO-PRO-1 dye displacement fluorescence; inhibition, % at 3 µM; actives 1.3% (n = 370,000); AID 651821, 2012;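 active means inhibition above the plate cutoff, the mean of all test compounds on that plate plus 3 SD, cut at about 35% in these data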;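 further: 0% = DMSO alone and 100% = 100 µM mitoxantrone as full dye displacement; higher means more dye released from RNA so lower well fluorescence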
HTRA1 inh: HTRA1 serine protease inhibitors, primary screen, biochemical, fluorescence polarization, HTS; Q92743; recombinant HTRA1, FP-rhodamine activity-based probe; inhibition, % at 5.96 µM; actives 0.5% (n = 340,000); AID 504803, 2011; in the data active means inhibition above about 36%;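 further: 0% = enzyme with DMSO and 100% = wells lacking enzyme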
GC-B act: human GC-B receptor activators, primary screen, HEK293 GC-B cells, cGMP TR-FRET, EC30 CNP; 0% at EC30 CNP, 100% saturating CNP; AID 1920062, 2024; activation, % at 10 µM; actives 0.11% (n = 370,000); Atrial natriuretic peptide receptor 2 (Homo sapiens), P20594;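 active means activation at 10 µM reaching about 35% in either raw or pattern-adjusted values, limit read from the data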
ABHD4 inh: ABHD4 inhibitors, primary screen, biochemical, fluorescence polarization, mouse | purified mABHD4, FP-Rh probe fluorescence polarization | inhibition, % at 8.92 µM | actives 0.54% (n = 370,000);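 active means inhibition exceeding the mean over every tested compound plus 3 SD, cut at about 30% in these data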;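 further: 0% = plate median of compound wells and 100% = S159A mutant with DMSO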
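Test system: mABHD4 protein; Read-out basis: % inhibition; Incubation: 45 min + 60 min at 25 °C; Repeats: single replicate; Technique: fluorescence polarization with parallel and perpendicular emission, 525/598 nm; Compound: 8.92 µM, single dose; Benchmarks: full inhibition S159A mutant plus DMSO, zero as sample-well median.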
PG9 binder: binders of HIV-1 gp120 antibody PG9, primary screen, biochemical, TR-FRET; HIV-1 gp120 / PG9 antibody interaction; TR-FRET gp120-PG9 antibody binding; inhibition, % at 6.7 µM; actives 0.43% (n = 360,000); AID 624416, 2012; in the data active means inhibition above about 8.5%
NR1D1 modulator: modulators of Rev-erb alpha DNA binding, primary screen, biochemical, FITC-DNA, fluorescence polarization, uHTS; Nuclear receptor subfamily 1 group D member 1 (Homo sapiens), P20393; Rev-erbα–FITC-DNA binding, 90 min; activity, % at 10 µM; actives 0.79% (n = 370,000); AID 1259318, 2017;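 active means activity above about 14%, limit read from the data; passing the limit was not always enough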;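 further: 0% = DMSO wells with 35 nM protein and 100% = DMSO wells with 750 nM protein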
ARFGAP1 inh: inhibitors of rat ARFGAP1 GAP activity, primary screen, biochemical, fluorescence polarization, GDP tracer | ADP-ribosylation factor GTPase-activating protein 1 (Rattus norvegicus), Q62848 | Arfgap1-stimulated ARF1 GTP hydrolysis, GDP FP detection | inhibition, % at 16.5 µM | actives 0.26% (n = 360,000) | AID 651572, 2012;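 active means inhibition above a per-plate limit, mean inhibition of low control wells plus 3 SD, cut at about 25% in these data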;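 further: 0% = DMSO wells with enzyme and 100% = wells lacking Arfgap1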
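material = rat Arfgap1 catalytic domain, aa 1-136 | also added = human ARF1(Δ1-17)-GTP substrate | compound dosing = one concentration, 16.5 µM, DMSO 1.26% | times = GTP hydrolysis reaction 2 h at 25 °C | measured by = FP, GDP Alexa 633 tracer displaced from anti-GDP antibody, 620/688 nm | evaluation = percent inhibition of Arfgap1-stimulated GTP hydrolysis | replication = single well per compound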
ASAP1 GAP inh: inhibitors of human ASAP1 ArfGAP activity, primary screen, biochemical, fluorescence polarization; Arf-GAP with SH3 domain, ANK repeat and PH domain-containing protein 1 (Homo sapiens), …; inhibition, % at 16.5 µM; ASAP1-stimulated ARF1 GTP hydrolysis, GDP FP detection; actives 0.19% (n = 360,000); in the data active means inhibition above about 25%;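 further: 0% = vehicle with enzyme and substrate and 100% = no enzyme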
Numbers without * were called inactive; . = not tested or not shown; & = joins results of further samples. An unsorted share of the library. Share with any hit: about 4.4%.

SMILES	SMARCA2 activ	NPR1 activator	rCAG binder	HTRA1 inh	GC-B act	ABHD4 inh	PG9 binder	NR1D1 modulator	ARFGAP1 inh	ASAP1 GAP inh
CCOC(=O)c1c(-c2ccncc2)csc1N	-3	0	-3	5	9	0	-1.1	5	-2	-5
O=S(=O)(Cc1ccccc1)NCCc1ccc(F)cc1	5	3	0	5	-3	-7	-1.0	1	6	11
Cc1[nH]n(-c2ccccc2)c(=O)c1C1(C(F)(F)F)C(=O)N(c2ccccc2)C2=C1C(=O)CC(C)(C)C2 (stereo unspecified)	-4	0	36*	-3	0	1	-1.5	11	-7	18
O=C1NC[C@H](Cc2ccc(O)cc2)N(C[C@H]2CCCN2C[C@H](Cc2ccc(O)cc2)N2C[C@H](Cc3ccc(O)cc3)N(CCc3ccccc3)C(=O)C2=O)C1=O	0	0	5	.	2	18	0.0	-9	8	-3
CCn1cc(/C=C(\NC(=O)c2ccc(OC)c(OC)c2)C(=O)NCCCN2CCOCC2)c2ccccc21	1	3	-3	2	2	-4	-3.9	-1	-7	4
CCOCCOc1nc2c(c(=O)n(C)c(=O)n2C)n1Cc1ccc(C)cc1	3	2	-1	-1	4	0	0.1	-6	-12	3
Cc1ccc(-c2noc(CN3CCN(C(c4ccccc4)c4ccccc4)CC3)n2)cc1	-1	-2	-2	-2	-5	3	1.5	0	4	10
COc1ccc(C2CC(c3cccs3)=NN2C(=O)CCC(=O)O)cc1 (stereo unspecified)	-1	0	0	4	-1	-4	1.6	-4	8	-11
COc1ccc(C(=O)/C=C2\NCC3c4ccccc4CCN3C2=O)cc1 (stereo unspecified)	-3	5	6	-5	4	8	-1.8	-5	-6	-9
CCOC(=O)N1C2=NC(C(=O)OC)=C(C(=O)OC)[C@@H]3Nc4ccccc4[C@]23C[C@H]1C(=O)OC	0	2	-7	0	-10	3	-1.3	3	-1	2
CC1CN(C(=O)c2ccc(NS(=O)(=O)c3ccc(C(C)(C)C)cc3)cc2)CC(C)O1 (stereo unspecified)	-1	-1	-2	-1	2	10	-1.4	7	-12	1
Cc1cc(C)nc(N2C(=O)CC(C(C)c3ccccc3)C2=O)n1 (stereo unspecified)	4	0	-1	6	0	-4	-1.7	5	8	2
C[C@@H](CSc1ccc(Br)cc1)CN1CC[C@H](O)CCC1=O	1	1	-8	0	0	3	-0.8	-2	-4	1
O=C(NCc1ccc(Cl)cc1Cl)C1CC(=O)N(Cc2ccccc2)C1 (stereo unspecified)	3	-5	-1	1	0	-2	-1.4	2	-6	-10
CC[C@H](C)[C@H](NC(=O)OCc1ccccc1)C(=O)OCC(=O)N(C)CC(=O)Nc1ccccc1Cl	-1	3	-9	-4	4	-1	1.2	13	-1	-3
COCCNC(=O)c1nc2c(nnn2Cc2cc(C)ccc2C)c(=O)[nH]1	-2	2	4	0	-4	5	-0.6	-5	0	6
COc1ccc(C(=O)Nc2cc(C(=O)NCCc3ccccc3)ccc2Cl)cc1	1	1	0	-24	2	1	-0.4	0	18	3
Cc1cc(C)n2ncc(C(=O)Nc3cccc(O)c3)c2n1	1	8	-3	2	-3	-14	-0.8	1	2	1
CC(C(=O)Nc1nc(-c2ccc(F)c(F)c2)cs1)N1C(=O)C2CC=CCC2C1=O (stereo unspecified)	-5	31	8	-10	7	-9	-1.5	5	27*	6
CCOC(=O)c1c(C)n(C)c2ccc(OC)c(NC(=O)CN3CCC4(CC3)OCCO4)c12	1	1	-6	5	5	-3	-0.7	6	2	1
O=C(NCC(c1ccco1)N1CCCC1)c1ccc(Cl)c(S(=O)(=O)N2CCc3ccccc32)c1 (stereo unspecified)	-4	5	7	-21	4	-8	-2.1	-7	-3	-7
COc1ccc(-c2cc(C(=O)O)c3sc(N4CCCCC4)nc3n2)cc1OC	-4	2	26	2	2	0	-1.3	-4	16	-15
O=C(Nc1ccc(-n2nncc2-c2ccco2)cc1)c1ccc(F)cc1	1	-1	0	-50	-3	-11	-1.0	2	-1	1
CCCCc1nnc(NC(=O)c2ccc3[nH]c(=O)c(=O)[nH]c3c2)s1	-4	4	17	-5	-3	-4	-1.0	2	5	-1
CC(Sc1nnnn1-c1ccccc1)C(=O)NC1CCCC1 (stereo unspecified)	3	1	-1	3	0	0	-0.8	-1	5	-5

Remaining list, next part:
SMILES	SMARCA2 activ	NPR1 activator	rCAG binder	HTRA1 inh	GC-B act	ABHD4 inh	PG9 binder	NR1D1 modulator	ARFGAP1 inh	ASAP1 GAP inh
C=C(C)COc1ccc(-c2[nH]ncc2Oc2ccccc2OCC)c(O)c1	0	2	0	0	2	2	-1.0	4	10	-7
O=C(c1ccco1)N1CCN(c2ccc([N+](=O)[O-])cc2Cl)CC1	4	-3	-2	7	-8	0	-0.6	1	19	7
CC1CCc2cc(F)ccc2N1C(=O)c1cc2nc(-c3ccco3)cc(C(F)(F)F)n2n1 (stereo unspecified)	1	-1	6	0	9	-1	-0.8	-5	-1	-3
CCOC(=O)N1CCN(Cc2ccccn2)CC1	-3	3	-2	-1	7	3	-2.2	5	2	-8
O=C(O)c1cc([N+](=O)[O-])ccc1NCCCc1ccccc1	2	1	37*	-16	-12	-3	-0.3	-4	6	-5
COc1cc(S(=O)(=O)N2CCCCC2)ccc1NC(=O)c1ccccc1Cl	-4	3	0	-9	-3	-3	-1.1	3	-14	5
Cc1nc(SCc2nc3ccc(F)cc3[nH]2)c2oc3ccccc3c2n1	0	1	4	-26	0	2	-9.7	-3	5	19
COC(=O)c1ccccc1NC(=O)c1noc2c1CC(C(C)(C)C)CC2 (stereo unspecified)	-1	-8	-1	1	0	-4	1.6	1	0	-12
CCn1cc(CNC(=O)c2cc(-c3ccccc3OC)nc3ccccc23)c(C)n1	0	-1	0	-2	1	-4	-0.5	3	1	17
Cc1ccccc1NC(=O)/C(C#N)=C\c1cccnc1	3	-1	-1	2	-10	-1	-1.9	0	-6	-3
Cc1ccc(N2CC(C(=O)N3CCC4(CC3)CC(=O)c3ccccc3O4)CC2=O)cc1C (stereo unspecified)	-4	2	-8	-9	-3	-1	-0.8	5	-7	3
O=C(Cn1c(=O)oc2ccccc21)Nc1cccc(Cl)c1	-4	2	0	-5	3	-2	1.7	-2	7	2
CCNC(=S)NNC(=O)c1nn(C)c(C)c1Cl	2	-2	1	-2	2	5	0.0	2	0	-3
COc1ccc(C(=O)N2CCN(S(=O)(=O)c3ccccc3)CC2)c(OC)c1	-1	0	2	2	3	4	-1.0	-6	-1	8
O=C1C(C2=NC(c3ccccn3)C3C(=O)N(c4ccc(Cl)cc4Cl)C(=O)C23)=C(O)c2ccccc21 (stereo unspecified)	0	-6	0	8	0	6	-0.9	-2	-10	6
Cc1onc(-c2c(Cl)cccc2Cl)c1C(=O)Nc1ccc(N2CCOCC2)cc1	-1	5	-1	1	-5	-8	0.3	0	-14	9
Cc1ccc(C)c(NC(=O)CN(C)C(=O)c2ccc(S(=O)(=O)N3CCCCCC3)cc2)c1	-3	3	-1	3	3	3	-1.6	-4	-5	-4
O=C(NCC1CCCO1)c1ccc(-c2ccccc2Cl)o1 (stereo unspecified)	2	-1	-5	-4	-6	0	2.5	-5	-5	5
COc1ccc(CNCCCSc2ncccn2)c(OC)c1	-4	2	4	-1	4	9	1.2	1	-2	-15
COc1cnc(NS(=O)(=O)c2ccc(N)cc2)nc1	2	1	0	-5	5	-2	-0.8	5&-12	2	-6
CC(C)(C)S(=O)(=O)/C(C#N)=C/c1cccn1S(=O)(=O)c1ccccc1	-3	-1	2	.	-3	-5	2.5	17*	-7	-10
COc1ccc(CCNC(=O)COC(=O)c2ncc(Cl)c(Cl)c2Cl)cc1OC	-2	0	1	-6	4	4	-0.9	-2	11	10
CC(Sc1ccc(S(=O)(=O)N(C)C)cn1)C(=O)NC1CCCC1 (stereo unspecified)	-3	1	-2	3	0	-9	1.6	-5	3	0
COc1ccccc1NC(=O)CSc1nnnn1-c1ccccc1OC	-2	-2	-7	-1	2	-7	-1.0	4	4	-2
CS(=O)(=O)N1CCC(NC(=O)Nc2ccc(OC(F)(F)F)cc2)CC1	0	2	-3	5	5	3	1.3	-2	3	-5

The list goes on.
SMILES	SMARCA2 activ	NPR1 activator	rCAG binder	HTRA1 inh	GC-B act	ABHD4 inh	PG9 binder	NR1D1 modulator	ARFGAP1 inh	ASAP1 GAP inh
CCN(CC)S(=O)(=O)c1ccc(C(C)NC(=O)C2CCCN2C(=O)c2cccs2)cc1 (stereo unspecified)	-1	4	3	-1	0	-7	2.4	2	5	17
CCN(CC)C(=O)c1ccccc1NC(=O)CN1C(=O)c2ccccc2S1(=O)=O	-3	3	1	2	5	-2	-1.9	6	1	11
COc1cccc(CNc2ncc(-c3ccccc3)n2C)c1	-2	1	1	12	5	6	0.8	-3	-5	0
O=C(c1ccccn1)N1CCCC(N2CCN(c3ccccc3)CC2)C1 (stereo unspecified)	-1	1	-3	2	2	-2	-1.3	10	-2	9
CCN(C(=O)COC(=O)c1ccc(=O)n(Cc2ccccc2)n1)C1CCCCC1	2	0	1	-11	3	1	0.7	-4	4	-5
CC(=O)Nc1ccc(/C=N/NC(=O)c2cc3cc(C)ccc3nc2C)cc1	1	-4	-3	7	-4	3	-0.4	-1	3	9
NCCCC[C@@H](C(=O)N1CCNCC1)n1cc(CCC(=O)O)nn1	-1	1	1	10	7	-5	1.1	0	4	2
CCO[C@@H]1OC(C(=O)Nc2ccccc2)=C[C@H](C2CC2)[C@H]1CCCO	2	1	-5	-2	-2	3	-1.8	-3	-10	-3
CCCCC(NC(=O)c1ccc(Cl)cc1)C(=O)O (stereo unspecified)	-4	0	-1	18	2	-3	-2.4	4	-13	-4
O=C(COC(=O)c1n[nH]c2ccccc12)Nc1ccccc1Br	0	-1	5	-16	-1	-3	1.4	-3	-1	-10
CC(NC(=S)NC1CCCCC1)C(c1cccs1)N1CCOCC1 (stereo unspecified)	-2	1	0	-4	-5	-7	1.8	-7	-4	-4

Source: PubChem BioAssay (several laboratories)
